Kir21 inh: inhibitors of mouse Kir2.1 inward-rectifier potassium channel | P35561 | HEK293-Kir2.1, FluxOR thallium flux fluorescence; hits give low values | B-score at 10 µM | 310,000 tested, 0.85% active | AID 1672;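 active = fluorescence ratio B-score at or below minus 3 SD of library scores, with starting-brightness B-score within 2 SD, cut at about -4.2 in these data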;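 also: channel flux triggered by added potassium and thallium sulfate stimulus; B-score of peak minus minimum fluorescence over baseline after thallium stimulus; more negative B-score means stronger Kir2.1 block with less thallium influx; some compounds called inactive have numbers as strong as hits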
Target sequence (P35561 whole entry, looked up): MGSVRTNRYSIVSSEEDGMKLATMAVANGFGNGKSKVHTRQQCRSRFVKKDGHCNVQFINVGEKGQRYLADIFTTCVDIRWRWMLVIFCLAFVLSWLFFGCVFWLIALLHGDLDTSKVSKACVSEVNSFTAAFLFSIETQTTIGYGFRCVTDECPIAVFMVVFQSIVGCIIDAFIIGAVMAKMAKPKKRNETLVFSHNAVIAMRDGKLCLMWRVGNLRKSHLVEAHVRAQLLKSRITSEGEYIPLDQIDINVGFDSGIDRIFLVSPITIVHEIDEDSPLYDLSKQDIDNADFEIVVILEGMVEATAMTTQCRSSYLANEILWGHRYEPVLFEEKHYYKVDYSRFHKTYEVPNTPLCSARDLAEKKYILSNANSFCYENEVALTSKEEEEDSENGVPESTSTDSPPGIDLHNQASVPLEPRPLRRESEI
KCNQ2 inh: KCNQ2 channel blockers in CHO-K1 cells – cell-based, FluxOR thallium flux, B-score, primary screen (AID 2156) | B-score at 10 µM | 310,000 tested, 1.1% active | 20 min; hits give low values;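 active = fluorescence ratio B-score at most minus 3 library SDs, with starting brightness B-score within 2 library SDs, cut at about -5.5 in these data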
The depositor's hits bear a star; i = inactive; & = joins results of further samples.

SMILES	Kir21 inh	KCNQ2 inh
COc1ccc(CN2C(=O)c3ccccc3C2=O)cc1	1.6	i
C=CCc1cc(C=O)cc(OC)c1OCc1ccc(C(=O)O)cc1	1	i
COc1ccc(OC)c(C2CC(=O)N3CN(c4ccc(C)c(Cl)c4)CSC3=C2C#N)c1 (stereo unspecified)	-1.5	i
C=CCn1c(SCC(=O)N(CCOC)c2c(N)n(CCCC)c(=O)[nH]c2=O)nnc1-c1ccc(Cl)cc1	1.7	i
O=C(c1ccc(S(=O)(=O)Nc2ccccc2Cl)cc1)N1CCOCC1	0.37	i
O=C(c1ccc2c(=O)n(Cc3ccco3)c(=S)[nH]c2c1)N1CCN(Cc2ccccc2)CC1	-0.47	i
COc1cc(/C=N/NC(=S)Nc2cccc(C(=O)O)c2)ccc1O	2.2	i
O=C(O)CCCC(=O)Nc1ccc(S(=O)(=O)Nc2nccs2)cc1	0.25	i
CN1C(=O)CC(Sc2ccccc2C(=O)O)C1=O (stereo unspecified)	0.28	i
CCN(Cc1ccncc1)Cc1ccc(OC)c(OC)c1	-1.6	i
O=C(NCc1ccco1)Oc1ccccc1	1.5	i
CC(NC(=O)NC(N)=O)(C(F)(F)F)C(F)(F)F	1.8	i
Cc1cccc2nc(CSc3nc4[nH]ncc4c(=O)n3-c3ccccc3Cl)cc(=O)n12	0.53	i
CN(C)c1ccc(P(=O)(OCc2ccccc2)C(O)c2ccc(Cl)cc2)cc1 (stereo unspecified)	0.67	i
COc1ccc(-c2noc(CCC(=O)NCCc3ccccc3)n2)cc1	-0.55	i
COc1ccc(Cl)cc1NC(=O)CSc1nc(NS(=O)(=O)c2ccc(C)cc2)cc(=O)[nH]1	-0.1	i
O=C(CSC1=NS(=O)(=O)c2cc(F)ccc2N1)NCc1ccccc1Cl	-0.07	i
CCc1cc(C(=O)N2CCCc3ccccc32)sc1C	-0.27	i
COc1ccc(/C=C(\NC(=O)c2ccc(C)cc2)C(=O)Nc2ccc(C(=O)O)cc2)cc1	-0.22	i
CN1CC(=O)N/C1=N\C(=O)Nc1ccc2c(c1)N(C)C(=O)CS2	1.6	i
CC(C)CNC(=O)COC(=O)c1ccc2c(c1)C(=O)N(Cc1ccco1)C2=O	0.08	i
CCOC(=O)c1[nH]c(C)c(C(=O)Nc2ccc(C)c(Cl)c2)c1C	1.1	i
COc1ccc(/C=C2\N=C(C)N(c3ccc(C(=O)O)cc3)C2=O)cc1OC	1.9	i
CN1CCC(Oc2ccccc2Sc2ccccc2)CC1	-4	i
CCOC(=O)C1=C(COC(=O)/C=C/c2ccc(OC)cc2OC)NC(=O)NC1C (stereo unspecified)	0.16	i
Cc1cccc(-c2nc3ccccc3c3nncn23)c1	0.17	i
Nc1nc2c(ncn2[C@H]2C[C@H](O)[C@@H](CO)O2)c(=O)[nH]1	0.5	i
O=C(CSc1nc(C(F)(F)F)cc(=O)[nH]1)NCc1ccc2c(c1)OCO2	-0.47	i
O=S(=O)(NCc1ccccc1F)c1cccc(S(=O)(=O)N2CCOCC2)c1	0.93	i
O=C(CSc1nc(-c2ccco2)cc(C(F)(F)F)n1)N1CCN(c2cccc(Cl)c2)CC1	-1.4	i
O=C(O)COc1ccccc1C1C2C(=O)N(c3ccccc3)C(=O)C2ON1c1ccccc1 (stereo unspecified)	-0.03	i
O=C(Nc1cc(Cl)ccc1Cl)C1Cc2ccccc2O/C1=N\O (stereo unspecified)	2.1	i
C/C(=N\NC(=O)CSc1nc2ccccc2[nH]1)c1ccncc1	0.43	i
COc1ccc(CC(=O)NNC(=O)c2cccs2)cc1	-0.83	i
O=C(CCCN1C(=O)c2cccc3cccc(c23)C1=O)NCc1cccs1	-1.2	i
Cn1nnnc1SCc1nc2scc(-c3ccc(Cl)cc3)c2c(=O)[nH]1	0.89	i
C[C@]12CC[C@@H]3c4ccc(OS(=O)(=O)O)cc4CC[C@H]3[C@@H]1CCC2=O	-0.26&-0.12	i
CCN(C1CCCCC1)S(=O)(=O)CCNC(=O)c1ccccc1	-1.6	i
COc1ccc(C(=O)N2CCCC2(C#N)c2ccccc2)cc1[N+](=O)[O-] (stereo unspecified)	-0.43	i
CC1(C)Cc2nc3scc(NC(=O)c4ccccc4)c3cc2CO1	1.8	i
O=C1C2CCCN2C(=O)N1CCCCN1CCN(c2ccccc2)CC1 (stereo unspecified)	-0.3	i
CNS(=O)(=O)c1ccc2c3c(cccc13)C(=O)N2	-0.28	i
Cc1ccc(S(=O)(=O)N(C)C)cc1NC(=O)COC(=O)c1ccc(Cl)cc1	0.36	i
Cc1cc(OC(C)C(=O)NCC2CCC(C(=O)O)CC2)c2c(C)c(C)c(=O)oc2c1 (stereo unspecified)	0.81	i
CC(C)(C)c1cc(C(=O)NNC(=O)c2ccc(C(F)(F)F)cc2)no1	-1.7	i
C=CCn1cnc2scc(-c3ccc(C)cc3)c2c1=O	0.62	i
C=CCOC(=O)C1=C[C@H](c2ccc(Br)cc2)[C@@H](CCCO)[C@H](OCC)O1	0.54	i
COc1ccc(CCNC(=O)C2CCC(C(C)(C)C)CC2)cc1OC (stereo unspecified)	-9.1*	i
O=C(Nc1nc2ccc(Cl)cc2s1)C1CC1	-1.9	i
COc1ccc(/C=N/Nc2nnc(-c3ncc[nH]3)c3ccccc23)cc1	-0.49	i
CCOc1ccc(CN(C(=O)c2ccco2)C2CCS(=O)(=O)C2)cc1 (stereo unspecified)	-1.3	i
CCOc1ccc(-n2c(=O)[nH]cc(C(=O)Nc3ccc(OC)c(OC)c3)c2=O)cc1	1.4	i
COc1ccc2c(CC(=O)OCC(=O)Nc3ccc4c(c3)OCO4)coc2c1	-1.2	i
COc1ccc(/C=C(\C#N)C(=O)OC2CCOC2=O)cc1 (stereo unspecified)	1.5	i
COc1ccc(CCN2CC(C(=O)NCCc3cnn(C)c3)CCC2=O)cc1 (stereo unspecified)	0.47	i
COc1ccc(OCC(=O)Nc2ccc(OC)c(S(=O)(=O)N3CCCCC3)c2)cc1	0.76	i
O=[N+]([O-])c1ccc(NCCNS(=O)(=O)c2ccccc2)cc1	-1.1	i
COc1cccc(CN2CCN(C(c3ccccc3)c3ccccc3)CC2)c1O	-0.78	i
COc1cc2oc(=O)ccc2c(OC)c1CC(O)C(C)(C)O (stereo unspecified)	0.79	i
O=C(N/N=C/c1ccco1)C1CC1(c1ccccc1)c1ccccc1 (stereo unspecified)	0.18	i
Additional entries.
SMILES	Kir21 inh	KCNQ2 inh
CSc1ccccc1NC(=O)C1CC(c2ccccc2Cl)=NO1 (stereo unspecified)	-0.66	i
O=C(Cc1ccc(Cl)cc1)Nc1cccc2ncccc12	1.6	i
CC(C)c1nc(C(=O)N2CCCC(CCC(=O)N(C)CCc3ccccn3)C2)cs1 (stereo unspecified)	-1	i
C/C(=N\O)c1ccn(S(=O)(=O)c2ccc(Cl)cc2)c1	-0.81	i
N#Cc1nc(-c2ccccc2F)oc1NCCN1CCOCC1	2.1	i
CSc1ncccc1C(=O)OCc1cccc([N+](=O)[O-])c1	-2.1	i
C#Cc1ccc([C@@H]2C=C(C(=O)N3CCN(Cc4ccc5c(c4)OCO5)CC3)O[C@H](OCC)[C@H]2CCCO)cc1	1	i
CCOC(=O)C1(Cc2ccc(Cl)cc2)CCN(Cc2cnc(N)nc2)CC1	-1.2	i
COC(=O)[C@@H]1C[C@]2(Br)c3ccccc3N(S(=O)(=O)c3ccccc3)[C@@H]2N1C(=O)OC	-1.1	i
Cn1cccc1/C=C1\SC(=Nc2ccc(O)cc2)NC1=O	-1.1	i
O=C(NC1(C(F)(F)F)N=C2SCCN2C1=O)c1ccccc1 (stereo unspecified)	1.5	i
Cc1cccc(NC(=O)C2Cc3ccccc3O/C2=N\O)c1 (stereo unspecified)	-1.1	i
CC(OC(=O)c1ccccc1NS(=O)(=O)c1cccc(N)c1)C(=O)N(C)Cc1ccccc1 (stereo unspecified)	-0.93	i
O=C(COC(=O)CNC(=O)c1sc2ccccc2c1Cl)Nc1c(Cl)cc(Cl)cc1Cl	-0.9	i
CSc1ccccc1NC(=O)CN(C)CC(=O)Nc1ccccc1C(F)(F)F	-1.2	i

Among those listed so far, these contain a COOH group:
SMILES	Kir21 inh	KCNQ2 inh
C=CCc1cc(C=O)cc(OC)c1OCc1ccc(C(=O)O)cc1	1	i
COc1cc(/C=N/NC(=S)Nc2cccc(C(=O)O)c2)ccc1O	2.2	i
O=C(O)CCCC(=O)Nc1ccc(S(=O)(=O)Nc2nccs2)cc1	0.25	i
CN1C(=O)CC(Sc2ccccc2C(=O)O)C1=O (stereo unspecified)	0.28	i
COc1ccc(/C=C(\NC(=O)c2ccc(C)cc2)C(=O)Nc2ccc(C(=O)O)cc2)cc1	-0.22	i
COc1ccc(/C=C2\N=C(C)N(c3ccc(C(=O)O)cc3)C2=O)cc1OC	1.9	i
O=C(O)COc1ccccc1C1C2C(=O)N(c3ccccc3)C(=O)C2ON1c1ccccc1 (stereo unspecified)	-0.03	i
Cc1cc(OC(C)C(=O)NCC2CCC(C(=O)O)CC2)c2c(C)c(C)c(=O)oc2c1 (stereo unspecified)	0.81	i

(cont.)
SMILES	Kir21 inh	KCNQ2 inh
COC(=O)C1=CN(C2CCCCC2)C=C(C(=O)OC)C1c1ccc2c(c1)OCO2	-0.03	i
CCc1nnc(NC(=O)[C@@H](NC(=O)c2cc(OC)cc(OC)c2)C(C)C)s1	1.4	i
Cc1cc(OCC(=O)NCCN2CCOCC2)cc(C)c1Cl	0.58	i
COc1ccc(Br)cc1CN1CCC(N2CCCC2)CC1	0.01	i
CNC(=S)NNC(=O)c1cc(-c2cccnc2)nc2ccccc12	1.2	i
Cc1ncc(S(=O)(=O)c2ccccc2)c(-c2ccc(Cl)cc2Cl)n1	1.2	i
Cc1cccc(OCc2nnc(SCc3nc4cc(C(F)(F)F)ccc4c(=O)[nH]3)o2)c1	1.3	i
Cc1ccc(Nc2nc(-c3ccc(S(=O)(=O)N4CCOCC4)cc3)cs2)cc1Cl	0	i
CC(NC(=O)c1cc(COc2cccc(C(F)(F)F)c2)on1)c1nccs1 (stereo unspecified)	-2.2	i
O=C(NC1CCS(=O)(=O)C1)C1CCCCN1S(=O)(=O)c1ccc(Cl)cc1 (stereo unspecified)	-0.1	i
Cc1nn(Cc2ccccc2Cl)c(Cl)c1/C=C/C(=O)OCC(=O)NC1CCS(=O)(=O)C1 (stereo unspecified)	0.58	i
O=C(O)c1ccc(/C=C2\SC(=S)N(NC(=O)c3ccccc3[N+](=O)[O-])C2=O)cc1	-0.42	i
CCOC(=O)C1(Cc2ccccc2)CCN(Cc2cccc(OC)c2O)CC1	-0.67	i
Cc1c(C(=O)NCc2ccccn2)oc2ccccc12	3.4	i
COCCNCCCCSc1ccc(Cl)cc1	-0.8	i
CCOc1ncccc1C(=O)OCC(=O)Nc1cccc(S(N)(=O)=O)c1	-0.52	i
COc1ccc(-c2cc(-c3cc(F)ccc3O)[nH]n2)cc1OC	0.27	i
CC(=O)Nc1ccc(NC(=O)C(C)OC(=O)CSCc2cccc(Cl)c2)cc1 (stereo unspecified)	-0.84	i
CCn1cc(C(=O)NCC2CCCO2)c(=O)c2cc(S(=O)(=O)N3CCCCCC3)ccc21 (stereo unspecified)	0.01	i
CC1=C(C(=O)OCc2ccccc2)C(c2ccccc2OS(=O)(=O)c2ccccc2[N+](=O)[O-])NC(=O)N1CCCC(=O)O (stereo unspecified)	-0.02	i
COc1cccc(CCc2nnc(CCC(=O)N3CCCC3c3nccs3)o2)c1 (stereo unspecified)	-1.4	i
Cc1ccc(NC(=O)/C(C#N)=C/c2cc(C)n(-c3ccc(N4CCOCC4)c([N+](=O)[O-])c3)c2C)c(C)c1	-0.05	i
CCC1CCc2c(sc3nc(SCC(=O)NCc4ccco4)n(-c4ccccc4)c(=O)c23)C1 (stereo unspecified)	-0.15	i
Cc1ccccc1NC(=O)CSCc1cc(=O)n2ccsc2n1	-0.03	i
CC(=O)c1ccc(NS(=O)(=O)c2ccc(C)cc2)cc1	1.4	i
CS(=O)(=O)N1CCN(Cc2cc(=O)n3ccsc3n2)CC1	-0.75	i
O=C1Nc2cc(C(=O)N3CCN(Cc4ccccc4)CC3)ccc2SC1N1CCOCC1 (stereo unspecified)	0.53	i
O=C(O)CSc1nnc(NC(=O)CN2CCOCC2)s1	1.1	i
O=C(Nc1cccc(N2C(=O)C3C4C=CC(C4)C3C2=O)c1)c1cccs1 (stereo unspecified)	0.47	i
Cc1ccccc1NC(=S)N(CCCN1CCOCC1)Cc1cccs1	-1.6	i
COC(=O)c1c(C(=O)OC)c2oc3ccccc3n2c1Cl	0.43	i
c1ccc2c(c1)nc(-c1ccncc1)n2CCNc1nc(CN2CCCCC2)cs1	0.05	i
COc1ccc(NC(=O)CN(C)C(=O)CCc2ccccc2)cc1	-0.59	i
CCC(=O)NC(=S)Nc1cccc(NC(=O)c2ccco2)c1	0.61	i
COc1ccc(-c2nc3nc(C)cc(C)n3n2)cc1	-0.96	i
N#CCCn1c(SCC(=O)N2CCN(S(=O)(=O)c3ccccc3)CC2)nc2ccccc21	-1.2	i
CC(C)CN(Cc1cc2ccccc2[nH]c1=O)C(=O)c1cccnc1	1.7	i
CC(C)(C)OC(=O)N1CCN(CCNC(=O)c2ccccc2)CC1	-0.17	i
CC(=O)OCC1OC(n2cc(F)c(=O)[nH]c2=O)C(OC(C)=O)C1OC(C)=O (stereo unspecified)	0.38	i

Single records, as listed above:
COc1ccc(NC(=O)CN(C)C(=O)CCc2ccccc2)cc1 is entered as Kir21 inh: -0.59; KCNQ2 inh: i
N#CCCn1c(SCC(=O)N2CCN(S(=O)(=O)c3ccccc3)CC2)nc2ccccc21 is entered as Kir21 inh: -1.2; KCNQ2 inh: i

Screening data (PubChem BioAssay)
